CF NFkB block: cystic fibrosis NF-kB activation inhibition; KKLEB NF-kB-GFP reporter, PAF-induced, GFP fluorescence overnight; inhibition, % at 5 µM; hit rate 0.86% among 360,000; AID 588850;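 active means at least 50% inhibition at 5 µM, scaled per plate between neutral and stimulator controls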;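 further: PAF is a Pseudomonas aeruginosa culture filtrate used as stimulus; plate controls were PAF-stimulated DMSO wells for no effect and unstimulated DMSO wells for full effect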
TROY signal inh: blocks TROY-dependent signaling in reporter cells; Q293 LMP1-TROYcd NF-kB luciferase reporter, 4 h; inhibition, % at 10 µM; hit rate 0.98% among 360,000; AID 1347056;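 active means compounds whose plate-normalised and pattern-corrected inhibition of the luciferase reporter signal at the single screening dose is 50% or more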
KKLEB cytotox: CF airway cell cytotoxicity counter-screen | KKLEB CF airway cells viability, ATPlite luminescence, overnight; hits give low values; cells stimulated with P. aeruginosa culture filtrate | activity change (cytotoxicity), % at 5 µM | hit rate 0.36% among 360,000;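 active means corrected activity change at or below -50% at 5 µM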
NR5A2 inv ag: inverse agonists of human LRH-1 (NR5A2). AID 602396. inhibition, % at 3.6 µM. hit rate 0.13% among 360,000. HEK293T StAR-luciferase reporter, LRH-1 transfected, 24 h. O00482;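 active means inhibition above the mean inhibition of all tested compounds plus 3 SD, cut at about 73% in these data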;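 further: 0% = DMSO wells and 100% = reporter-only cells lacking LRH-1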
Target sequence (O00482 whole entry, looked up): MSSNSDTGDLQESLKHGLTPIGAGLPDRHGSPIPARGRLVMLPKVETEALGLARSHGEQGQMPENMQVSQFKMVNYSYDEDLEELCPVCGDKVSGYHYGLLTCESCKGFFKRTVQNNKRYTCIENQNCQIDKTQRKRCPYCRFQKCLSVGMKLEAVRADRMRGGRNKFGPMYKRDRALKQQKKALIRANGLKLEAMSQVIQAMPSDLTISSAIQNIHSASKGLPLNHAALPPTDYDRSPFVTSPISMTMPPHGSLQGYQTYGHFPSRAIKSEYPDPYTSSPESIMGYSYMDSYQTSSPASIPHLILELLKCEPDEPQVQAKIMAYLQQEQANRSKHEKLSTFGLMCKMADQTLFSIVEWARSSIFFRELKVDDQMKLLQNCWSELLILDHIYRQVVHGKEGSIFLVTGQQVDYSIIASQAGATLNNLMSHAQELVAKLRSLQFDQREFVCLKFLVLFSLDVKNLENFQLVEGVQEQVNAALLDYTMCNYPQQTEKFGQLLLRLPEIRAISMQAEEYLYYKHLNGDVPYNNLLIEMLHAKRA
SRC3 inh: inhibitors of human steroid receptor coactivator 3 (SRC3); inhibition, % at 3.6 µM; hit rate 0.17% among 360,000; AID 588352; HEK293 GAL4-SRC3 luciferase reporter, luminescence; Q9Y6Q9;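 active means inhibition above a per-campaign cutoff, the mean of all compounds plus 3 SD, cut at about 60% in these data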;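 further: 0% = DMSO-treated cells and 100% = gossypol-treated cells at 36 µM; higher means less SRC3-driven luciferase light from the GAL4 reporter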
TWEAK Fn14 block: TWEAK-Fn14 signaling inhibition. TWEAK-stimulated Fn14 reporter cells, luciferase luminescence, 8 h. inhibition, % at 10 µM. hit rate 2% among 360,000. AID 1159606; in the data active means inhibition above about 50%
EBV LMP1 NFkB: reduces LMP1-driven NF-kappaB luciferase signal | hit rate 0.69% among 350,000 | inhibition, % at 12.5 µM | LMP1-induced NF-kappaB luciferase reporter cells, luminescence; in the data active means inhibition above about 41%;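 further: 0% = neutral control wells and 100% = reference inhibitor control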
NCOA1 inh: human NCOA1 inhibition. HEK293 GAL4-SRC1 luciferase reporter, luminescence. Q15788. hit rate 0.12% among 360,000. AID 588354. inhibition, % at 3.6 µM;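 active means inhibition above the campaign mean plus 3 SD, with each screening campaign given its own cutoff, cut at about 60% in these data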;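 further: 0% = DMSO treated cells and 100% = gossypol at 36 µM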
NCOA2 inhibitor: inhibits human steroid receptor coactivator 2. HEK293 GAL4-SRC2 luciferase reporter, luminescence. Q15596. inhibition, % at 9 µM. hit rate 0.17% among 370,000. AID 651957;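 active means inhibition above the mean inhibition of all tested compounds plus 3 SD, set per campaign, cut at about 52% in these data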;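 further: 0% = DMSO treated cells and 100% = cells given Gossypol at 36 µM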
C8 TRAIL sens: sensitizes caspase-8 expressing cells to TRAIL | AID 624354 | inhibition (viability loss, TRAIL sensitization), % at 10 µM | hit rate 1% among 360,000 | NB7+C8 cells + TRAIL, ATPlite viability luminescence;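 active means compounds causing at least 50% loss of cell viability in the single-dose screen, relative to plate controls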
COUP-TFII inh: NR2F2 (human) inhibition, primary screen; inhibition, % at 8.6 µM; P24468; AID 686940; HEK293T NGFI-A luciferase reporter, luminescence; hit rate 0.7% among 370,000;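 active means inhibition above a per-plate cutoff, mean inhibition of test wells between control levels plus 3 SD, cut at about 38% in these data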;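 further: cells cotransfected with COUP-TFII expression vector driving the NGFI-A reporter; 0% = median of COUP-TF2 test wells and 100% = reporter-only cells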
Target sequence (P24468 whole entry, looked up): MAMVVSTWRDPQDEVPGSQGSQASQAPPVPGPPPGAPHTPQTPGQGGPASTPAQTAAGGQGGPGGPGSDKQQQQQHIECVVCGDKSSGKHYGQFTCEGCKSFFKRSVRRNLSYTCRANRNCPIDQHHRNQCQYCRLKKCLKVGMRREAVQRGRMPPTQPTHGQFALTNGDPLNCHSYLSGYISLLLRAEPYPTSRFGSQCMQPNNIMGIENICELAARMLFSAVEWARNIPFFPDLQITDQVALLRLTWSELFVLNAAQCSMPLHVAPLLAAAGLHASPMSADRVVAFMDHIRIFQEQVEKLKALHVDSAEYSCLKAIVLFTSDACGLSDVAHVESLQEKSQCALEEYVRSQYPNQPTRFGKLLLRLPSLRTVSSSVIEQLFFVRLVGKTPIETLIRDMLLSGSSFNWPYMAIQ
The depositor's hits bear a star.

SMILES	CF NFkB block	TROY signal inh	KKLEB cytotox	NR5A2 inv ag	SRC3 inh	TWEAK Fn14 block	EBV LMP1 NFkB	NCOA1 inh	NCOA2 inhibitor	C8 TRAIL sens	COUP-TFII inh
CC(=O)NC(NC(=S)Nc1c(C)n(C)n(-c2ccccc2)c1=O)C(Cl)(Cl)Cl (centres undefined)	1	-11	2	-13	13	5	13	3	-6	-2	0
CC(C)CC(=O)NC(=S)NNC(=O)c1cccc([N+](=O)[O-])c1	9	-2	7	4	4	-7	-10	-3	11	25	18
CCOc1cccc(CN2CCCC(C(=O)Nc3cccc(-n4cccn4)c3)C2)c1 (centres undefined)	15	7	8	17	13	-8	2	-4	2	-1	12
CCCSc1nnc(CNC(=O)C23CC4CC(CC(C4)C2)C3)n1Cc1ccccc1	23	5	-19	14	18	9	-3	12	9	7	14
Cc1ccc(S(=O)(=O)N2CCCCC2)cc1C(=O)Nc1cccnc1	-4	-15	4	0	6	-1	-8	-4	5	19	-10
C=CCNC(=S)N1CCC(C(=O)c2ccc(F)cc2)CC1	-14	4	-5	2	-7	5	14	6	-27	0	22
CC(=O)Nc1ccc(OC(=O)Oc2ccc(NC(C)=O)cc2)cc1	-1	5	1	4	3	-6	-4	-4	9	14	0
NS(=O)(=O)c1ccc(CNC(=O)/C=C/c2ccc(Cl)c(Cl)c2)cc1	-12	-20	15	16	14	-1	-2	14	-6	-5	2
CC(C)=C1C2CCC1C(C(=O)Nc1cc(C)cc(C)c1)C2C(=O)O (centres undefined)	-19	16	7	-8	-21	7	-1	-10	-18	-19	5
Cc1cccc(N2C(=O)CC(N3CCN(c4ccc(Cl)cc4)CC3)C2=O)c1 (centres undefined)	0	4	3	2	8	3	-1	-7	5	-14	11
CC(Sc1nnc2c(n1)[nH]c1ccccc12)C(=O)N(C)C1CCCCC1 (centres undefined)	12	-3	-4	4	1	17	18	2	31	32	44*
Nc1ncnc2c1ncn2[C@@H]1O[C@H](CNCc2ccc(OCC(=O)Nc3nccs3)cc2)[C@@H](O)[C@H]1O	10	11	0	-3	-15	-4	-2	-2	7	4	7
Cc1ccc(N2CC(C(=O)Nc3ccccn3)CC2=O)cc1 (centres undefined)	-10	-15	11	-12	1	-12	1	-16	-6	10	3
CCN1c2ccccc2-c2nc3ccccc3n2C1c1ccccn1 (centres undefined)	-9	33	3	0	-2	11	-7	3	-21	3	0
CN(Cc1cccc(Cl)c1)C(=O)C1CSC2(C)CCC(=O)N12 (centres undefined)	4	-22	-11	-14	-16	2	6	-18	-9	26	15
COC(=O)c1ccc(-c2csc(NC(=O)c3c(C)noc3C)n2)cc1	-9	41	10	-39	-21	8	-7	-36	-4	12	-7
C=CC[C@@H](CC(=O)N(CCO)Cc1ccccc1)C(=O)N[C@H](COC(=O)[C@H](CC=C)CC(=O)OC(C)(C)C)Cc1c[nH]c2ccccc12	-13	19	1	10	-5	21	10	4	7	14	16
CCN(c1ccccc1)S(=O)(=O)c1ccc(OC)c(NC(=O)Cc2ccccc2OC)c1	14	-36	3	-3	0	2	-9	-8	23	-7	-24
C=CCn1c(SC)nnc1-c1cccc([N+](=O)[O-])c1	9	6	-6	-14	11	-2	-10	3	-2	-2	16
C=CCNC(=O)c1cc2c(=O)c3ccccc3oc2nc1C	-13	-40	-10	-5	2	3	-9	-10	11	2	-24

In a second layout: results already given
Below each compound – CF NFkB block | TROY signal inh | KKLEB cytotox | NR5A2 inv ag | SRC3 inh | TWEAK Fn14 block | EBV LMP1 NFkB | NCOA1 inh | NCOA2 inhibitor | C8 TRAIL sens | COUP-TFII inh
CCN(c1ccccc1)S(=O)(=O)c1ccc(OC)c(NC(=O)Cc2ccccc2OC)c1
→ 14 | -36 | 3 | -3 | 0 | 2 | -9 | -8 | 23 | -7 | -24
C=CCn1c(SC)nnc1-c1cccc([N+](=O)[O-])c1
→ 9 | 6 | -6 | -14 | 11 | -2 | -10 | 3 | -2 | -2 | 16
C=CCNC(=O)c1cc2c(=O)c3ccccc3oc2nc1C
→ -13 | -40 | -10 | -5 | 2 | 3 | -9 | -10 | 11 | 2 | -24

Going on with the list.
SMILES	CF NFkB block	TROY signal inh	KKLEB cytotox	NR5A2 inv ag	SRC3 inh	TWEAK Fn14 block	EBV LMP1 NFkB	NCOA1 inh	NCOA2 inhibitor	C8 TRAIL sens	COUP-TFII inh
O=C(Nc1ccc(Br)cc1)c1cccc(NC(=O)C2C3CC4OC(=O)C2C4C3)c1 (centres undefined)	4	-21	0	-2	-3	-1	-17	-27	1	-10	-8
Cc1ccc(N2C(=O)c3ccccc3C2(O)c2ccccc2)cc1 (centres undefined)	-7	5	16	-10	-3	5	3	0	24	-4	0
CCOC(=O)C1CCN(CCC(=O)Nc2ccccc2Cl)CC1	-14	-20	-7	-1	-6	-9	-4	0	-33	1	-9
Cc1nc(CS(=O)c2ccc(Cl)cc2)cc(NCc2ccc(Cl)cc2Cl)n1 (centres undefined)	-5	25	0	7	-5	21	-3	-4	-3	0	10
O=c1oc2c(CN3CCOCC3)c(O)ccc2c2c1CCC2	-2	-3	11	-9	3	-15	-2	4	-7	-22	-4
Cc1ccc(Nc2c(N)c(=O)oc3ccccc23)cc1	25	-29	-13	-48	-9	2	11	-36	-22	-8	-18
CCN1CCN(C(=O)NCc2ccccc2)CC1	2	-22	-3	-12	-10	-25	-4	-4	15	-13	-4
O=C(NCc1ccc(F)cc1)c1ccc(S(=O)(=O)N2CCCCC2)cc1	0	-20	-19	4	14	0	0	-32	-21	1	21
CC(C)(C)N(Cc1ccccc1)C(=O)COC(=O)C1CCCCC1	3	-9	4	-6	-3	12	-5	7	16	-5	31
NC(=O)CN1C(=O)C(=O)N(Cc2ccc(F)cc2)C1=O	5	1	7	-1	10	8	-8	-13	12	4	5
CCc1ccc(C(=O)NC(=S)NCc2cccnc2)cc1	-21	-8	-7	-2	-5	3	-2	-9	2	-1	-2
O=C(O)c1cc(Cl)c(Cl)cc1C(=O)Nc1cccc2ncccc12	3	-13	-5	23	-15	0	-9	4	-30	-1	-3
CCOC(=O)c1sc(NC(=O)CCc2ccccc2)nc1C	-4	4	-10	7	-8	2	-3	14	-10	6	14
CCOCCOC(=O)c1[nH]c2c(c1C)C(=O)CC(c1ccc(OC)c(OC)c1)C2 (centres undefined)	21	7	8	9	6	21	14	-2	2	0	46*
COc1ccc(-c2cnc3c(c2)CCC3(C#N)C#N)cc1	48	37	-45	23	13	6	5	-1	24	9	-17
FC(F)(F)c1nc(Oc2ccccc2)c2ccccc2n1	6	-9	-6	-5	-13	-17	14	-8	-6	11	0
CC1=C(C(=O)N(C)C)CC(CC(=O)NCCN2CCOCC2)C(=O)N1Cc1ccccc1 (centres undefined)	-7	2	2	-11	-1	-5	-6	-1	-4	-3	-12
CN(C)c1ccc(S(=O)(=O)N2CCCCC2)cc1NC(=O)CCNC(=O)c1ccc(Cl)cc1	4	-14	8	42	14	-6	2	-13	-27	9	20
Cc1cccn2c(=O)c3cc(C(=O)NCc4ccco4)c(=N)n(C4CCCC4)c3nc12	-42	-15	-14	-12	10	-9	0	-1	-10	2	2
CCN1C(=O)C2(C(C#N)=C(N)Oc3cc(C)oc(=O)c32)c2ccccc21 (centres undefined)	-8	-1	0	15	-2	5	-5	-47	-41	5	-3
CN(C(=O)COC(=O)c1ccc(C#N)cc1)c1ccccc1	-10	-4	-5	-1	3	7	6	-4	-16	20	2
CC(/C=N/n1c(-c2ccc(C)cc2)n[nH]c1=S)=C\c1ccco1	-9	1	-1	-6	8	5	-3	-3	-33	-1	4
Cc1cc(NC(=O)CCSc2nc(-c3ccco3)cc(C(F)(F)F)n2)n(-c2ccccc2)n1	-7	3	8	-4	-10	2	4	13	15	-9	9
CC(C)(NO)/C(=N\O)c1ccccc1	13	4	0	-1	10	6	9	6	-8	-9	0
O=C(c1cnn2c(C(F)F)cc(-c3ccccc3)nc12)N1CCOCC1	12	-12	7	6	2	-20	-3	-4	-1	13	0
COc1ccc(OC)c(C2Nc3nc4ccccc4n3C(C)=C2C(=O)Nc2ccc(C)cc2C)c1 (centres undefined)	6	-4	8	6	21	31	-3	20	2	-7	11
O=C1CC(N2CCN(c3ccc(Cl)cc3)CC2)C(=O)N1c1ccc(F)cc1 (centres undefined)	11	7	0	-6	1	9	5	-3	1	-9	-3
CCN(C(=O)Cn1c(=O)oc2cc(S(=O)(=O)N3CCOCC3)ccc21)c1ccccc1	11	-14	4	12	8	-4	2	0	-12	-2	5
O=C(COc1nncc2ccccc12)NCC(F)(F)F	-5	-2	3	-2	10	4	-10	-3	30	-9	-4
Cn1cnnc1Sc1ccc(C(=O)OCC(=O)Nc2cc(Cl)cc(Cl)c2)cc1[N+](=O)[O-]	28	11	-14	-6	-11	11	1	14	18	-3	-12
COc1ccc(SC[C@H](CC(C)C)N2CCN(C)CCC2=O)cc1	9	5	1	-78	-80	-3	-7	-70	-71	6	-18
COc1cc(/C=C/C(=O)OCC(=O)Nc2ccc(C)cc2[N+](=O)[O-])ccc1O	3	14	-14	9	4	-58	9	-4	-19	7	-22
O=C(CCCCCn1nnc2ccccc2c1=O)N[C@H](C(=O)O)c1ccccc1	-4	-15	9	16	23	-7	-5	7	-6	-12	10
CCCN(C(=O)C(C)Oc1cccc(Cl)c1)c1c(N)n(Cc2ccccc2)c(=O)[nH]c1=O (centres undefined)	3	5	-4	26	0	4	-5	-2	-42	-4	4
Cc1cc2c(cc1C)N(Cc1ccccc1)C1=NCCCN12	-3	-5	2	27	26	2	5	22	8	4	-10
COc1ccc(NS(=O)(=O)c2cc(OCC(N)=O)c(C)cc2Cl)cc1	-2	4	10	5	15	6	1	-20	2	1	3
O=[N+]([O-])c1cccc(NC2=NCCC2)c1	2	-6	-2	9	13	3	3	6	-1	0	6
CCc1nc2ccccc2n(CCOCCn2c(=O)c(CC)nc3ccccc32)c1=O	-10	-22	3	5	1	-9	-6	-19	-3	-12	-14
Cc1ccc(OC(=O)c2cccc(C(=O)Oc3ccc(C)cc3)n2)cc1	0	8	-7	13	-10	-9	0	10	8	5	10
CCC(=Cc1ccccc1OC)c1ccncc1	-2	17	-12	9	7	18	1	1	-9	5	10
CCN(CC)S(=O)(=O)c1ccc(NC(=O)Cn2cnc3ccccc3c2=O)cc1	10	-14	-5	0	-5	14	6	-18	11	5	20
C=CCn1c(COc2ccc(Cl)cc2)nnc1SCC(=O)N1CC(=O)Nc2ccccc21	-4	-9	1	0	10	0	4	-5	16	-7	20
O=C(COC(=O)c1cccc(Br)c1)NCCC1=CCCCC1	-7	-22	-3	-12	-1	-6	-4	-32	19	6	7
CN(C)S(=O)(=O)N1CCC(Oc2cccc(C(=O)NC3CCCCCC3)c2)CC1	1	26	-2	39	11	41	27	18	24	10	63*
COc1ccc(-n2c(C)cc(C(=O)CSc3ccc(NC(C)=O)cc3)c2C)cc1	28	-4	-9	-7	-13	5	-2	-26	-5	-1	-16
COc1cc(NC(=O)C2CSC3(C)CCC(=O)N23)c(OC)cc1Cl (centres undefined)	-4	-13	9	15	4	12	-4	-7	8	-10	-3
